FLuc modulator: qHTS profiling assay for firefly luciferase inhibitor/activator using purifed enzyme and Km concentrations of substrates (counterscreen for miR-21 project); Luciferin 4-monooxygenase (Photinus pyralis), P08659; purified FLuc, Km substrates, luminescence inhibition; Potency, µM (titrated, usually from 57.5 µM), for the others: at the highest dose activity change, negative = inhibition, usual class: inhibitors; hit rate 6.9% among 360,000; AID 588342, 2011; active = well fitted inhibition curve with a large enough effect; inconclusive = small, poorly fitted or top-dose-only effect;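 note: plate controls were vehicle for no effect and reference inhibitor for full effect; nearly all actives have a fitted effect of over 55% in size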
Target sequence (P08659 whole entry, looked up): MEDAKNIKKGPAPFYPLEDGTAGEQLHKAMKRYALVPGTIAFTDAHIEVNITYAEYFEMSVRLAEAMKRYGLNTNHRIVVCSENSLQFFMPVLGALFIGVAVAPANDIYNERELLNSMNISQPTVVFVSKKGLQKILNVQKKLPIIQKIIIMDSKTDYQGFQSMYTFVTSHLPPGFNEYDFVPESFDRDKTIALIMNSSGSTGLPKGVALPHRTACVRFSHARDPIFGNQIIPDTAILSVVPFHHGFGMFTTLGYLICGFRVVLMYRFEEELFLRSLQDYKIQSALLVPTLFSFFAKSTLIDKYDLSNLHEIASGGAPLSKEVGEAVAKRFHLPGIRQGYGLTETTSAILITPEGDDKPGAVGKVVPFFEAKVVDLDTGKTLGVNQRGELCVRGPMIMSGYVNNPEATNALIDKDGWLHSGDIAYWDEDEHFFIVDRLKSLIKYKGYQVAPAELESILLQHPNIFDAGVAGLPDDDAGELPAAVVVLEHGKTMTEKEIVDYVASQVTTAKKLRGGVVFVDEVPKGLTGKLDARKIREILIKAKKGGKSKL
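Biochemical qHTS of compounds, final roughly 60 µM downward over six points, against 10 nM purified firefly luciferase using Km concentrations of substrates (10 uM D-luciferin, 10 uM ATP) in Tris acetate pH 7.5 buffer; luminescence output.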
Active calls of the source: *; u = inconclusive. Potency is the fitted concentration of half-maximal effect. A portion of the library; the hit share may differ from the screen's.

SMILES	FLuc modulator
CCc1ccccc1NC(=O)CCCn1c(=O)c2cccn2c2ccccc21	u
CCOc1ccc(-c2cn3c(n2)sc2cc(C(=O)NCCCc4ccccc4)ccc23)cc1	-1.6%
COc1ccccc1-c1nnc(C2CCN(S(=O)(=O)c3ccc(F)c(C)c3)CC2)o1	-11.2%
CCS(=O)(=O)c1ncc(N(Cc2ccccc2)Cc2ccco2)c(C(=O)Nc2ccc(C)c(C)c2)n1	-5.9%
Cc1cc(C)c(Nc2nc3ccccc3n3c(C)nnc23)c(C)c1	1.1%
CCCSc1ncc(Cl)c(C(=O)NCc2ccc(C)cc2)n1	-0.6%
CSc1ccc(CCNC(=O)Cn2ncc3c(=O)oc4ccc(C)cc4c32)cc1	-1.7%
N#C/C(=C\c1ccc(-c2cc(Cl)ccc2Cl)o1)C(=O)Nc1ccccc1C(=O)O	4.26µM*
CCC(=O)N1CCc2cc(S(=O)(=O)NC(Cc3ccccc3)C(=O)NCc3cccc(OC)c3)ccc21 (configuration not stated)	-7.8%
CCOC(=O)N1CCc2c(sc3c2C(=O)NC(c2ccc(N(C)C)cc2)N3)C1 (configuration not stated)	-11.4%
CCc1cccc(NC(=O)CN2CCCN(Cc3cccc(C)c3)S2(=O)=O)c1	-13.7%
Cc1ccc(C)c(Cn2c3ccccc3c3cnn(CC(=O)NCCCc4ccccc4)c(=O)c32)c1	-10.1%
COc1ccc(NC(=O)CCn2cnc3onc(-c4ccc(F)cc4)c3c2=O)cc1OC	-9.3%
Cc1ccc(/C=C/c2onc(C)c2S(=O)(=O)N2CCC(C(=O)N(CCC(C)C)Cc3ccco3)CC2)cc1	-0.3%
Cc1ccnc(NS(=O)(=O)c2ccc(NC(=O)C(C)(C)Oc3ccc(Cl)cc3)cc2)n1	u
Cc1ccc(C)c(C(=O)N2CCC(c3nc4c(nnn4Cc4ccccc4)c(=O)[nH]3)CC2)c1	2.2%
Cc1ccccc1C(=O)Nc1nnc(SCc2cc(=O)n3ccccc3n2)s1	-12.8%
COc1cccc(C(=O)Nc2c(C(=O)NC(C)(C)C)oc3ccccc23)c1	0.9%
CCOC(=O)c1cc2c(=O)n3ccccc3nc2n(C)c1=NC(=O)c1c(-c2ccccc2Cl)noc1C	2.0%
COc1cccc(-n2cc(C(=O)OCc3ccc(F)c(F)c3)c3ccccc3c2=O)c1	-1.0%
CCc1cnc2c(c1SCCC(C)C)c(=O)n(C)c(=O)n2C	-12.7%
Cc1scc(CN2CCN(c3ccc(F)cc3)CC2)c1C	-1.6%
Cc1ccc(C)c(N2CCN(S(=O)(=O)c3c(C)nc4sccn4c3=O)CC2)c1	-7.2%
CCc1ccc(S(=O)(=O)c2nnn3c2nc(NC(C)C)c2cc(Cl)ccc23)cc1	-0.8%
Cc1ccc2cc(CN(C)C(=O)c3cccc(Cl)c3)c(=O)[nH]c2c1	-8.0%
Cc1nc(-c2ccccc2)sc1-c1ccc(SCC(=O)NCc2ccccc2)nn1	-0.6%
O=C(CC1N=C2c3ccccc3N=C(SCc3ccccc3F)N2C1=O)NCc1ccc2c(c1)OCO2 (configuration not stated)	-10.2%
CC(C)(C)OC(=O)N1CCC(c2c(C(=O)N3CCc4ccccc4C3)cnn2-c2ccc(F)cc2)CC1	-7.7%
Cc1ccc(C)c(N2CCN(C(=O)c3cccn3-c3nnc(N4CCCCC4)s3)CC2)c1	-14.3%
CCOc1ccc(C2c3[nH]c4ccccc4c3CCN2C(=O)CCC2CCCC2)cc1 (configuration not stated)	4.1%
O=C(Nc1ccccc1Cl)N1CCC2(CC1)Oc1ccccc1C(=O)N2Cc1ccc(F)cc1	-7.3%
CCOC(=O)c1c(NC(=O)COc2cccc(C(F)(F)F)c2)sc2c1CCCCC2	-14.8%
COc1ccc(-c2nc3ccccc3n3c(-c4ccccc4)c4c(=O)n(C)c(=O)n(C)c4c23)cc1OC	-4.7%
Cc1cc(C)cc(NC(=O)CSc2nc(=O)n(CCN3CCOCC3)c3c2CCC3)c1	-3.0%
COc1ccc(S(=O)(=O)N2CCC(C(=O)Nc3ccc(Oc4ccccc4)cc3)CC2)cc1	6.9%
Cc1cc(C)cc(N2CCn3c2nc2c3c(=O)n(C/C=C/c3ccccc3)c(=O)n2C)c1	-0.2%
CCN(c1ccccc1)c1nnc(NC(=O)Nc2ccc(Br)cc2F)s1	5.1%
COc1cc(OC)c(N(C)C(=O)Cn2ncc3c([nH]c4ccccc43)c2=O)cc1Cl	0.5%
CCc1ccc(-n2c(=O)c3cccnc3n2CC(=O)NCc2ccccc2)cc1	-18.7%
O=C(NC1CC(=O)N(c2cccc(F)c2)C1)C(c1ccccc1)c1ccccc1 (configuration not stated)	-0.3%
CCOc1ccc(/C=C/c2nc(C#N)c(N3CCN(c4ccc(OC)cc4)CC3)o2)cc1	2.5%
CC(C)(C)c1ccc(S(=O)(=O)N2CCN(Cc3noc(CCC(=O)N4CCCCC4)n3)CC2)cc1	-9.6%
CCc1c(C)sc2c1CCN(C(=O)Nc1ccc(F)c(Cl)c1)C2c1ccc(F)cc1 (configuration not stated)	1.3%
Cc1cc(C)cc(NC(=O)c2cc(S(=O)(=O)N3CCCCC3)c[nH]2)c1	-4.1%
COc1ccc(CCC(=O)NCc2ccc3c(c2)CCN3C(=O)c2ccccc2)cc1	-12.8%
COc1ccc(CCNC(=O)c2sc3nc4n(c(=O)c3c2C)CCCC4)cc1OC	-4.5%
COc1ccc(C(=O)NCC(c2cccs2)S(=O)(=O)c2cccs2)cc1 (configuration not stated)	-10.8%
Cc1ccccc1CSc1nc2nc(C)c(Cc3ccccc3)c(C)n2n1	-15.3%
CCOc1ccc(CNC(=O)c2ccc(-c3nc(CS(=O)(=O)c4ccccc4)c(C)o3)cc2)cc1	-1.1%
COc1ccc(-c2nc(SCC(=O)NCC3CCCO3)c(-c3ccc(Cl)cc3)[nH]2)cc1 (configuration not stated)	-1.5%
CC(NC(=O)c1ccc(N2Cc3ccccc3Oc3ncccc32)s1)c1ccccc1 (configuration not stated)	-10.6%
CCC(=O)OCc1cnc(C)c2oc(=O)c(C(=O)Nc3ccccc3C(F)(F)F)cc12	0.2%
COc1ccc(-n2cc(C(=O)Oc3cc(C)cc(C)c3)c3ccccc3c2=O)cc1	-0.8%
CCc1nn2c(=O)cc(COC(=O)c3cccc(NC(=O)c4ccccc4C)c3)nc2s1	0.4%
COc1ccc(C(=O)Nc2nnc(SCc3cc(=O)c4cccc(F)c4[nH]3)s2)cc1	21.3µM*
CCCn1c(=O)c2sccc2n2c(CCCC(=O)N3CCN(c4ccccc4)CC3)nnc12	-3.0%
COc1ccc(Oc2ncnc3c2oc2ccccc23)cc1	u
Cc1cc(C)c(NC(=O)Nc2sc3nc4n(c(=O)c3c2C)CCC(C)CC4)c(C)c1 (configuration not stated)	-4.7%
COc1ccccc1CCNC(=O)CCCn1c(=O)c2cccn2c2cccnc21	5.4%
O=C(COc1ccccc1)Nc1nnc(SCc2cc(=O)n3cc(Cl)ccc3n2)s1	u

Next compounds
SMILES	FLuc modulator
CCc1nn(CC(=O)Nc2ccc(C)cc2C)c(=O)c2cc3sccc3n12	6.4%
COc1ccc(Br)cc1CNC(=O)C(C)n1nc(C)n2c(cc3occc32)c1=O (configuration not stated)	-12.6%
CCc1ccc(S(=O)(=O)c2nnn3c2nc(NC2CCCCCC2)c2sccc23)cc1	-1.3%
CCOC(=O)c1cc(-c2ccccc2)n(CCC(=O)NCCc2ccccc2)c1C	-2.4%
O=c1c(S(=O)(=O)c2ccccc2)cn(Cc2ccccc2)c2cc(N3CCOCC3)c(F)cc12	-8.4%
COc1cccc(-c2noc(C3CC(=O)N(c4ccc(F)cc4)C3)n2)c1OC (configuration not stated)	5.2%
COc1ccc(-c2cn3nc(SCC(=O)Nc4ccccc4F)ccc3n2)cc1	1.07µM*
Cc1c(NS(C)(=O)=O)cccc1-c1nc2ccccc2s1	8.49µM*
CCc1ccc(NC(=O)N2CCN(C(=O)c3nsc4ccccc34)CC2)cc1	-10.4%
CCOc1ccc(NC(=O)N(Cc2c[nH]c3ccccc23)C2CCCCCC2)cc1	-0.7%
Cc1ccc(-c2cn3cccnc3n2)cc1NC(=O)Cc1ccccc1	-1.0%
CCCOc1ccccc1C(=O)Nc1nc2c(s1)CCCC2	u
CCOCCn1c(=NC(=O)c2ccc3c(c2)OCCO3)sc2cc(OCC)ccc21	u
Cc1ccc(-c2cc3c(n2-c2ccc(C)cc2)CC(C)(C)CC3=O)cc1	-5.4%
CC(=O)Nc1c(C)nn(-c2ccccc2)c1N1CCC(C(=O)Nc2cc(Cl)ccc2C)CC1	-9.7%
CCOC(=O)c1cnc2ccc(Cl)cc2c1Nc1ccc(OCC)cc1	-8.9%
O=C(Nc1cc(-c2nc3cc(Cl)ccc3o2)ccc1Cl)c1cccc2ccccc12	u
COc1ccc(-n2ccnc2SCC(=O)Nc2ccc3c(c2)OCO3)cc1	-8.2%
CCOC(=O)c1c(C)oc2nc(C)nc(NC(C)c3ccccc3)c12 (configuration not stated)	-7.3%
CCCCCNC(=O)C(=O)NCC(c1ccc2c(c1)OCO2)N1CCOCC1 (configuration not stated)	0.7%
COc1cc(C2c3c(-c4cc(C)ccc4O)n[nH]c3C(=O)N2Cc2ccco2)cc(OC)c1OC (configuration not stated)	-9.4%
COc1ccc(NC(=O)CSc2nc(-c3cccs3)cc(C(F)(F)F)c2C#N)cc1	-1.5%
COc1ccc(NC(=O)CCc2c(C)nn(-c3ccc(N4CCCC4)nn3)c2C)cc1Cl	21.3µM*
CCN(CCCNC(=O)CSc1cc(=O)n(C)c2cc(Cl)ccc12)c1cccc(C)c1	-14.8%
CCOC(=O)c1cc2c(=O)n3ccccc3nc2n(CC(C)C)c1=NC(=O)COc1ccc(Cl)cc1	0.5%
CCc1cccc(C)c1NC(=O)Cn1c(=O)cc(C)c2c(C)nn(-c3cccc(F)c3)c21	-2.6%
Cc1ccccc1C(=O)Nc1nc2nc(C)c(C)c(=O)n2[nH]1	-12.2%
Cn1c(C(=O)NCCc2ccccc2)cc2c(=O)n3ccccc3nc21	-6.6%
CC(=O)N1c2ccccc2CC1C(=O)NCc1cccc(Cl)c1 (configuration not stated)	-0.1%
COc1cccc(N2CCN(C(=O)c3cc4cc5cc(C)ccc5nc4s3)CC2)c1	9.7%
O=C1CN(C(=O)c2c(F)cccc2Cl)C(c2ccc(F)cc2)c2cc(Br)ccc2N1 (configuration not stated)	2.0%
CC(C)(C)c1ccc(C(=O)Nc2onc3c2CCCC3)cc1	0.338µM*
O=C(Cn1cc(SCc2cccc(Cl)c2)c2ccccc21)N1CCCCCC1	-4.9%
CCOC(=O)c1ccc(NC(=O)c2nc(SCc3ccc(F)cc3)ncc2Cl)cc1	-7.4%
CCOc1ccc(S(=O)(=O)N2CCN(Cc3nc4ccc(C)cc4o3)CC2)cc1	-13.1%
COc1cc(-c2nc3ccccn3c2Nc2ccccc2C)ccc1O	-14.8%
COc1cc(OC)cc(-n2c(=O)c3sccc3n(Cc3c(C)cc(C)cc3C)c2=O)c1	0.4%
O=C1Nc2ccccc2C1Cc1ccc(Br)cc1 (configuration not stated)	-9.9%
CCc1ccc(C2CC(=O)c3c([nH]c(C(=O)OCCOc4ccccc4)c3C)C2)cc1 (configuration not stated)	-3.4%
Cc1cccc(CNC(=O)c2ccc(Cn3c(SCc4ccccc4)nc4cccnc43)cc2)c1	9.53µM*
Cn1c(=O)c2c(nc(SCC(=O)Nc3ccc(F)c(F)c3)n2Cc2ccccc2F)n(C)c1=O	-4.0%
N#C/C(=C\c1ccc(Br)cc1)c1nc(-c2cc3cc(Br)ccc3oc2=O)cs1	-5.5%
Cc1cccc(NC(=O)C2CCCN(S(=O)(=O)c3cccc4nonc34)C2)c1C (configuration not stated)	-3.3%
CN1CCN(CCNC(=O)c2cnn(-c3cccc(Cl)c3)c2C2CCN(C(=O)OC(C)(C)C)CC2)CC1	-7.0%
Cc1cccc(NC(=O)CSc2nc(-c3ccccc3Cl)nc3c2Cc2c(CO)cnc(C)c2O3)c1C	-1.8%
CC(C)Oc1ccc(CNC(=O)c2ccc3nc(Cc4ccccc4)oc3c2)cc1	u
CSCCC(NS(=O)(=O)c1ccc2c(c1)oc(=O)n2C)C(=O)N1CCN(c2cc(Cl)ccc2C)CC1 (configuration not stated)	5.4%
COc1ccc(OC)c(NC(=O)N2c3ccccc3Sc3ccccc32)c1	-11.2%
CCN(CC)CCNC(=O)c1nn(-c2ccc(OC)c(Cl)c2)c(=O)c2c1c1ccccc1n2C	-0.7%
Cc1ccc(-n2ncc(C(=O)NC3CCCC3)c2C2CCN(C(=O)OC(C)(C)C)CC2)c(C)c1	1.7%
Cc1cc(C)cc(N2CCn3c2nc2c3c(=O)n(Cc3c(F)cccc3Cl)c(=O)n2C)c1	-1.5%

High-throughput results (PubChem)
